# Bioassay records: PubChem, MTDP
# RNase H inhibition: RNase H inhibition, HIV 1 Gag Pol polyprotein, FRET biochemical assay, screening (AID 372); HIV-1 RT RNase H, FRET RNA/DNA substrate fluorescence; higher % means a stronger effect; inhibition, % at 10 µM; hits with a dose series show IC50 in µM; actives 0.77% (n = 100,000); in the data active = inhibition above about 50%
# The depositor's hits bear a star; & = joins results of further samples.
SMILES,RNase H inhibition
CCCCOC(=O)C1=C(C)N(C)C(=O)NC1c1cc2c(cc1Br)OCO2 (centres undefined),2%
Cc1cc(/C=C(\C#N)C(=O)Nc2ccccc2)c(C)n1-c1cccc2ccccc12,11%
COC(=O)c1ccccc1NC(=S)NC(=O)c1ccc(F)cc1,3%
COc1ccc(C(=O)NCC2CCCO2)cc1[N+](=O)[O-] (centres undefined),0%
CC(C)CNC(=O)c1cccc(NC(=O)c2ccccc2Cl)c1,0%
O=C1C=CC(=NS(=O)(=O)c2ccc(Cl)c([N+](=O)[O-])c2)C=C1,1.5µM*
Cc1ccc(C(=O)Nc2ccc(Oc3ccc(Cl)cc3)cc2)cc1[N+](=O)[O-],16%
CCOc1ccc(/C=c2\sc3n(c2=O)CN(c2cccc(C(C)=O)c2)CN=3)cc1,8%
O=C(Nc1cccc(-c2cn3ccccc3n2)c1)c1ccccc1Cl,13%
CC1=NN(C(=O)c2ccncc2)C(O)(c2ccc(Cl)cc2)C1 (centres undefined),4%
CC(=O)Nc1ccc(C2C(C#N)=C(N)OC3=C2C(=O)CC(C)(C)C3)cc1 (centres undefined),9%
COc1ccc(C2=C/C(=C/c3ccc(OC)c(Br)c3)C(=O)O2)cc1,7%
CCOc1cc(/C=N/Nc2nc(N3CCCCC3)nc(N3CCCCC3)n2)ccc1OC(=O)c1ccc(F)cc1,14%
COc1ccc(CSc2nnnn2C)cc1F,4%
Cc1ccccc1C(=O)Nc1ccccc1F,8%
COc1ccc(CNC(C)C2COc3ccccc3O2)c(OC)c1 (centres undefined),0%
COc1cc(C(=O)N2CCN(Cc3ccccc3[N+](=O)[O-])CC2)cc(OC)c1OC,0%
COc1ccc(S(=O)(=O)N2CCCC2C(=O)O)cc1 (centres undefined),22%
COc1ccccc1/C=N/Nc1nnc(-c2ccccc2)c(-c2ccccc2)n1,8%
CN1CCN(/N=C/C(Br)=C\c2ccccc2)CC1,2%
COc1ccc(OC(C)C(=O)Nc2ccc(OC)cc2OC)cc1 (centres undefined),8%
Cc1ccc2[nH]c(=O)c(C(=O)/C=C\c3ccccc3)c(-c3ccccc3)c2c1,45%
Cc1ccc(Cl)cc1NC(=O)CSCC(=O)Nc1ccc2ccccc2c1,17%
CCOC(=O)c1ccc(N/C=C\C(=O)c2ccc(Cl)c(Cl)c2)cc1,5%
Cc1cc(OCC(=O)Nc2ccc(Cl)c(C(F)(F)F)c2)ccc1Br,19%

# Sorted by formula weight (falling): 3 of the compounds above.
SMILES,RNase H inhibition
Cc1ccc(Cl)cc1NC(=O)CSCC(=O)Nc1ccc2ccccc2c1,17%
Cc1ccc(C(=O)Nc2ccc(Oc3ccc(Cl)cc3)cc2)cc1[N+](=O)[O-],16%
CC(=O)Nc1ccc(C2C(C#N)=C(N)OC3=C2C(=O)CC(C)(C)C3)cc1 (centres undefined),9%

# Back to the main list; the 2 compounds before the break are reprinted first.
SMILES,RNase H inhibition
CCOC(=O)c1ccc(N/C=C\C(=O)c2ccc(Cl)c(Cl)c2)cc1,5%
Cc1cc(OCC(=O)Nc2ccc(Cl)c(C(F)(F)F)c2)ccc1Br,19%
CSc1nnc2c(n1)OC(c1cccc(F)c1)Nc1ccccc1-2 (centres undefined),14%
Cc1ccc2[nH]c(C)c(/C=c3\sc4nc5ccccc5n4c3=O)c2c1,18%
COc1cc(NC(=O)c2ccccc2)c(Cl)cc1NS(=O)(=O)c1ccc(C(C)(C)C)cc1,12%
CCOc1ccc(/C=C2/C(=O)NN(c3ccccc3)C2=O)cc1OC,0%
O=C(Nc1nc(-c2cccc([N+](=O)[O-])c2)cs1)c1cc2ccccc2oc1=O,7%
O=C1NC(=S)N(c2ccc(Br)cc2)C(=O)/C1=C/c1ccc(O)c(Cl)c1,11%
O=c1c(C=Nc2cccc(Cl)c2)c(C(F)(F)F)[nH]n1-c1ccc([N+](=O)[O-])cc1,1%
COc1c(Br)cc(Br)cc1/C=N/NC(=O)CNC(=O)c1cccc(F)c1,20%
CCN(CC)c1ccc(NC(=O)/C=C/c2cc(OC)ccc2OC)cc1,23%
Cc1n[nH]c(=O)nc1N/N=C/c1c(O)ccc2ccccc12,0%
O=C(Nc1ccc([N+](=O)[O-])cc1)c1cc(Br)ccc1Cl,2%
Clc1ccc(-c2nc3ccc(N=Cc4cccs4)cc3[nH]2)c(Cl)c1,4%
Cc1ccc(C2SCC(=O)N2c2ccc(Cl)c(Cl)c2)cc1 (centres undefined),8%
CC1=C(C(=O)OCCOc2ccccc2)C(c2ccc(C)cc2)C2=C(CCCC2=O)N1 (centres undefined),11%
Cc1cccc(-c2cc(C(=O)Nc3cccc(Cl)c3Cl)c3ccccc3n2)c1,8%
CCOC(=O)C1=C(C)N=c2s/c(=C\c3ccccc3OCc3ccc(Cl)cc3)c(=O)n2C1c1ccc(OC)c(OC)c1 (centres undefined),20%
CC(=O)Nc1ccc2nc(SCC(=O)NC(C)(C)C)sc2c1,19%
Cc1ccc(/C=N/N=C2/NC(=O)C(CC(=O)Nc3ccccc3C(F)(F)F)S2)o1 (centres undefined),0%
O=C(N/N=C(/C=C/c1ccccc1[N+](=O)[O-])c1ccccc1)c1ccc(O)cc1,18%
Cc1ccccc1OCC(=O)N=Nc1c(O)n(C)c2ccc(Br)cc12,11%
Cc1ccc(S(=O)(=O)NC(C)(C)CNC(c2ccccc2)c2ccccc2)cc1,9%
CCOc1ccc(OCCOCCOc2cccc3ccccc23)cc1,16%
COc1ccc(CSC2=NCCN2)cc1Br,15%
Cc1ccc2c(c1)-c1c(ssc1=S)C(C)(C)N2C(=O)Cc1ccc(F)cc1,31%
Cc1cc(=O)[nH]c(-c2ccccc2O)n1,5%
SMILES,RNase H inhibition
O=C1C(=O)N(CCO)C(c2ccc(F)cc2)/C1=C(\O)c1ccccc1 (centres undefined),6%
O=C(COc1ccc2ccccc2c1)Nc1ccc2c(c1)OCCO2,3%
COC(=O)C1=C(C)N=c2s/c(=C/c3cccs3)c(=O)n2C1c1ccc(OC)cc1 (centres undefined),13%
C=CCNC(=O)C(C)Sc1ccc(Cl)cc1 (centres undefined),3%
COc1cc(/C=N/NC(=O)COc2ccccc2[N+](=O)[O-])ccc1OCc1ccccc1,11%
Cc1ccccc1CN1CCN(C(=O)c2cccc(F)c2)CC1,4%
Fc1ccc(/C=N/N2CCOCC2)cc1,0%
Cc1cc(-n2ccc(=O)[nH]c2=O)nc(-c2ccccc2)n1,1%
Cc1cccc(CN2CCC(C(N)=O)CC2)c1,10%
COc1cc(CN2CCN(c3ncccn3)CC2)cc(OC)c1O,0%
COc1ccc(C=NNC(=O)Cn2nnc3ccccc32)c(OC)c1,0%
COc1ccc2c(=O)c(Oc3ccc(C(C)(C)C)cc3)coc2c1,11%
COc1ccccc1-c1nc(-c2ccc(Cl)cc2Cl)no1,1%
CN1C(=O)C(=O)/C(=C(/O)c2ccc(Br)cc2)C1c1cccc([N+](=O)[O-])c1 (centres undefined),0%
CCC12C(=O)C(CC)(C(c3ccccc3)=C1c1ccccc1)C1C(=O)N(c3ccccc3[N+](=O)[O-])C(=O)C12 (centres undefined),9%
Cc1ccc(Nc2nc(-c3ccccc3)cs2)cc1Cl,24%
O=C(c1ccc(Br)cc1)c1ccc(Cl)c([N+](=O)[O-])c1,20%
COc1ccccc1C(=O)Nc1ccc2oc(-c3cccc(C)c3)nc2c1,22%
CC1CCN(C(=O)COc2ccc(-c3ccccc3)cc2)CC1,8%
CCOc1ccc(NC(=O)/C(C#N)=C\c2c(C)[nH]c3ccccc23)cc1,9%
COc1ccc(NC(=O)c2nc[nH]c2C(=O)Nc2ccc(OC)cc2)cc1,12%
O=C1C2ON(c3ccc(Cl)cc3)C(c3ccc(F)cc3)C2C(=O)N1c1ccccc1 (centres undefined),6%
O/N=C1/C2C3CC4C2/C(=N\O)C2C1C3C42 (centres undefined),9%
CCOC(=O)C1=C(C)N=c2s/c(=C\c3cccc([N+](=O)[O-])c3)c(=O)n2C1c1cccc(OC)c1 (centres undefined),10%
N#CC(C#N)=CNc1ccc(I)cc1,11%
SMILES,RNase H inhibition
CCOc1cc(/C=c2/sc3nc4ccccc4n3c2=O)ccc1OS(=O)(=O)c1ccc(C)cc1,4%
COc1ccc(Nc2cc(N3CCOCC3)nc(-c3ccc(Br)cc3)n2)cc1,1%
CCOc1ccccc1OCCCOc1ccc(C)cc1Br,26%
O=C(NC1CCS(=O)(=O)C1)/C(=C\c1ccc(Br)cc1)NC(=O)c1ccccc1 (centres undefined),2%
COc1ccc(C(=O)NC(=S)Nc2ccc3nn(-c4cccc5ccccc45)nc3c2)cc1OC,0%
COC(=O)CCC(=O)Nc1cc(C)ccc1C,2%
O=C1C(=Cc2ccc(O)c(Cl)c2)C(=O)c2ccccc21,30%
O=Cc1ccc(OCc2cccc([N+](=O)[O-])c2)c(Br)c1,35%
O=C(COc1ccc(Cl)cc1Cl)NNC(=S)Nc1ccccc1,3%
Nc1ncc(Cc2ccc(F)cc2)s1,6%
O=C1/C(=C/C(Cl)=C/c2ccc([N+](=O)[O-])cc2)SC(=S)N1c1ccc(O)cc1,0%
Cc1cccc(NC2=NC3(CCCC3)N=C(N)N2)c1,3%
O=C1C(=Cc2cc(Br)c(Sc3ccc(Cl)cc3)o2)C(=O)c2ccccc21,21%
O=C(Nc1cccc(C(F)(F)F)c1)c1ccc(I)cc1,1%
COc1ccc(C(=O)N/N=C/c2cc(OC)c(OC)c(OC)c2)cc1OC,7%
O=C1NC(=S)N(c2cccc(Br)c2)C(=O)/C1=C/c1cccn1-c1ccccc1,39%
O=C1CC(N2CCC(Cc3ccccc3)CC2)C(=O)N1c1cccc(Cl)c1 (centres undefined),30%
CCCCNC(=O)c1cc2nc(-c3ccc(OCC)cc3)cc(C)n2n1,14%
COc1ccc2oc(=O)c(-c3csc(Nc4ccc(Cl)cc4)n3)cc2c1,57%*
O=C(c1sc2ccccc2c1Cl)N1CCN(C/C=C/c2ccccc2)CC1,26%
O=C(c1ccc(F)cc1)c1ccc(-c2[nH]c(-c3ccc(F)cc3)nc2-c2ccccc2)cc1,15%
O=c1/c(=C/C=C/c2ccccc2Cl)sc2nc3ccccc3n12,7%
CC(C)COC(=O)c1ccc(NC(=O)c2cc(Cl)c(Cl)cc2C(=O)O)cc1,8%
Cc1cc(C)nc(NOCc2ccccc2)n1,0%
O=C1c2ccc3c4c(ccc(c24)C(=O)N1CCOc1ccccc1Cl)CC3,0%

# Part of the list above, set out differently.
> CCOc1ccc(/C=c2\sc3n(c2=O)CN(c2cccc(C(C)=O)c2)CN=3)cc1
  RNase H inhibition: 8%
> O=C(Nc1cccc(-c2cn3ccccc3n2)c1)c1ccccc1Cl
  RNase H inhibition: 13%
> CC1=NN(C(=O)c2ccncc2)C(O)(c2ccc(Cl)cc2)C1 (centres undefined)
  RNase H inhibition: 4%
> CC(=O)Nc1ccc(C2C(C#N)=C(N)OC3=C2C(=O)CC(C)(C)C3)cc1 (centres undefined)
  RNase H inhibition: 9%

# (further entries)
SMILES,RNase H inhibition
COc1ccc(/C=C2/SC(=O)NC2=O)c2ccccc12,8%
O=C(Nc1cccc(NC(=O)c2ccccc2Br)c1)c1cccc(Br)c1,9%
Oc1ccccc1-c1cc(C(F)(F)F)nc(-c2ccccc2)n1,0%
CN1CCC(N(C)Cc2cccs2)CC1,0%
CCOc1ccccc1N=C1c2ccccc2C(=O)C1c1ccc2ccccc2c1 (centres undefined),15%
O=C(CN(Cc1ccccc1)S(=O)(=O)c1ccccc1)N/N=C/c1ccc(Cl)cc1,13%
CC(C)c1ccc(/C=C/C(=O)NNC(=O)c2cccc(Br)c2)cc1,2%
CCOc1cc(OCC)cc(C(=O)Nc2ccc(C(C)CC)cc2)c1 (centres undefined),8%
O=c1c(-c2ccccc2)coc2cc(OCc3ccccc3Cl)ccc12,8%
Cc1cc(=O)[nH]c(N/N=C/c2ccc(O)cc2O)n1,2%
COC(=O)c1c(NC(=O)c2ccccc2Br)sc(C)c1C,23%
CCCCNCCOCCOc1ccccc1Br,10%
O=c1cc(-c2ccncc2)oc2ccccc12,0%
c1ccc2c(c1)[nH]c1nc(SCCCN3CCOCC3)nnc12,2%
Cc1cc(/C=C2/C(=O)NC(=O)N(Cc3ccco3)C2=O)c(C)n1C1CCCC1,42%
CCCOC(=O)c1cccc(NC(=O)c2cccnc2)c1,8%
CCCCOc1cccc(C(=O)NC(=S)Nc2cc(-c3nc4ccccc4o3)ccc2C)c1,15%
COc1ccc(C2=NN(c3nc(-c4ccc(OC)c(F)c4)cs3)C(c3ccc(OC)cc3)C2)cc1 (centres undefined),0%&18%
O=C(CCCC(=O)OCC(Cl)=C(Cl)Cl)Nc1ccc(F)cc1,7%
CCOC(=O)Cn1c(=N)n(/N=C/c2ccc([N+](=O)[O-])cc2)c2ccccc21,10%
c1ccc(-c2nc(-c3ccccc3)c(-c3cccc4ccccc34)[nH]2)cc1,24%
O=S(=O)(Nc1ccc(Cl)cc1)c1ccc(F)cc1,0%
COc1cc(NC(=O)COc2ccccc2C)cc([N+](=O)[O-])c1,0%
Cc1cccc(NC(=O)CSc2nc3ccc(N4C(=O)c5ccccc5C4=O)cc3s2)c1C,34%
COc1ccc(S(=O)(=O)N(Cc2ccccc2)c2ccccc2C(=O)Nc2cc(Cl)cc(Cl)c2)cc1,15%

# Reprinted at random: 6 entries already listed, in no set order.
SMILES,RNase H inhibition
CC(C)c1ccc(/C=C/C(=O)NNC(=O)c2cccc(Br)c2)cc1,2%
CCCCNCCOCCOc1ccccc1Br,10%
CN1CCC(N(C)Cc2cccs2)CC1,0%
COc1ccc(/C=C2/SC(=O)NC2=O)c2ccccc12,8%
CCOC(=O)Cn1c(=N)n(/N=C/c2ccc([N+](=O)[O-])cc2)c2ccccc21,10%
O=C(CN(Cc1ccccc1)S(=O)(=O)c1ccccc1)N/N=C/c1ccc(Cl)cc1,13%

# Carrying on:
SMILES,RNase H inhibition
Cc1c(Br)c(C(F)(F)F)nn1CC(=O)Nc1ccc(Oc2cc([N+](=O)[O-])cc([N+](=O)[O-])c2)cc1,4%
Cc1cc(C(=O)N2CCCc3ccccc32)ccc1[N+](=O)[O-],0%
CCOC(=O)C1=C(C)N=c2s/c(=C\c3ccc(Br)o3)c(=O)n2C1c1ccc(OC)cc1OC (centres undefined),23%
COc1ccc(-c2csc(Nc3ccc(Cl)cc3)n2)cc1F,20%
Clc1ccc(CSc2nnc(-c3ccccc3)o2)c(Cl)c1,10%
CCOc1cccc(N2C(=O)CC(N3CCN(C)CC3)C2=O)c1 (centres undefined),0%
COc1ccc(CN2CCN(S(=O)(=O)c3ccccc3)CC2)cc1OC,9%

# Not all compounds are listed (hit frequency here may not be typical).
